Screening results deposited in PubChem BioAssay by National Center for Advancing Translational Sciences (NCATS).
IL2 activator = activators of IL-2 | IL-2 activation reporter assay, cell-based qHTS; stimulated with anti-CD3/CD4/CD28 beads; in transgenic mouse T cells | activation, % (series mostly up to about 46 µM) | actives 0.065% (n = 360,000) | AID 652025; in the data active means activation above about 50%; inconclusive means mostly about 30% to 49%; further: 0% is about no effect
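Quantitative HTS in unstimulated transgenic mouse T cells, with memory T cells as non-tolerant control and PMA/ionomycin as tolerance-bypass control. Compound pretreatment lasted 60 minutes before 18 h bead stimulation; EGFP/DsRed fluorescence read.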
Abeta yeast res = A-beta toxicity reversal in yeast; yeast expressing A-beta42, growth rescue, OD600, 48 h; response scale: 0% DMSO, 100% iron-clioquinol control; Potency, µM (series often up to 46.1 µM), without a hit: top-dose growth rescue, most hits filed as activators; actives 0.063% (n = 410,000); further: potency means the concentration at half of the fitted maximal effect; nearly all actives have a fitted effect of over 55% in size
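Yeast A-beta toxicity model in growth medium with pinned compounds, 48 h at 30 C; growth read as absorbance at 600 nm. Normalized to FeCl3/clioquinol equimolar mix (positive) and DMSO (negative).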
FUS yeast rescue = FUS proteinopathy suppression in yeast; S. cerevisiae FUS-expressing, growth rescue, OD600, 24 h; Potency, µM (titrated, usually from 76.6 µM), for inactives: at the top dose growth rescue (activation), most hits filed as activators; actives 0.24% (n = 390,000);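 further: potency means the concentration at half of the fitted maximal effect; plate controls were DMSO vehicle for no effect and reference control for full effect; nearly all actives have a fitted effect of over 55% in size; some results filed as inactive show a strong effect at the top dose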
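S. cerevisiae expressing FUS from galactose induction served as the toxicity model. Growth after 24hr at 30C, read as absorbance at 600 nm, indicates suppression of toxicity; compounds dosed at several concentrations.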
PLK1 PBD block = inhibitors of human PLK1 polo-box domain binding; Potency, µM, for the others: max response, negative = inhibition, actives largely listed as inhibitors; P53350; actives 2.8% (n = 360,000); Plk1 PBD binding of FITC phosphopeptide, fluorescence polarization; further: potency means the concentration at half of the fitted maximal effect; series mostly up to about 57 µM; on the % scale 0 is the no-effect control and ±100 the full control effect; nearly all actives have a fitted effect of over 65% in size
WRN helicase inh = WRN helicase (human) inhibition; Potency, µM (titrated, usually from 114 µM), without a hit: at the highest dose activity change, negative = inhibition, most hits filed as inhibitors; AID 651768; Q14191; actives 0.46% (n = 360,000); WRN helicase unwinding, fluorescent forked duplex, kinetic; further: potency means the concentration at half of the fitted maximal effect; on the % scale 0 is the no-effect control and ±100 the full control effect; nearly all actives have a fitted effect of over 55% in size
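Primary qHTS, 1536-well format. 20 nM WRN + compound, 15 min RT; start with 100 nM forked fluorophore/quencher duplex, 2 mM ATP (final); kinetic read ex 525/em 598 nm.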
PI5P4Ka inh = blocks human PI5P4K alpha kinase activity | P48426 | PI5P4Kalpha enzyme, ADP-Glo luminescence, 60 min; active compounds read low | max response, % | actives 1.2% (n = 330,000); active means max response of -50% or lower; inconclusive means between -30% and -50%; inactive means -30% or higher; further: value at the top dose of about 77 µM; on the % scale 0 is the no-effect control and ±100 the full control effect
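PI5P4Kalpha ADP-Glo assay; 5 microM ATP final; 60 min RT reaction; HEPES pH 7.4/EGTA/CHAPS, 5% DMSO; controls lacking substrate or enzyme; luminescent end-point.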
EPAC1 agonist = activates human EPAC1 exchange factor; O95398; EPAC1 agonist qHTS, biochemical assay; response scale: 100% = response to 6.5 mM cAMP; Potency, µM (series often up to 154 µM), inactives show top-dose activation, hits mostly activators; actives 0.073% (n = 360,000); AID 720707; further: potency means the concentration at half of the fitted maximal effect; nearly all actives have a fitted effect of over 60% in size
Target sequence (O95398 whole entry, looked up): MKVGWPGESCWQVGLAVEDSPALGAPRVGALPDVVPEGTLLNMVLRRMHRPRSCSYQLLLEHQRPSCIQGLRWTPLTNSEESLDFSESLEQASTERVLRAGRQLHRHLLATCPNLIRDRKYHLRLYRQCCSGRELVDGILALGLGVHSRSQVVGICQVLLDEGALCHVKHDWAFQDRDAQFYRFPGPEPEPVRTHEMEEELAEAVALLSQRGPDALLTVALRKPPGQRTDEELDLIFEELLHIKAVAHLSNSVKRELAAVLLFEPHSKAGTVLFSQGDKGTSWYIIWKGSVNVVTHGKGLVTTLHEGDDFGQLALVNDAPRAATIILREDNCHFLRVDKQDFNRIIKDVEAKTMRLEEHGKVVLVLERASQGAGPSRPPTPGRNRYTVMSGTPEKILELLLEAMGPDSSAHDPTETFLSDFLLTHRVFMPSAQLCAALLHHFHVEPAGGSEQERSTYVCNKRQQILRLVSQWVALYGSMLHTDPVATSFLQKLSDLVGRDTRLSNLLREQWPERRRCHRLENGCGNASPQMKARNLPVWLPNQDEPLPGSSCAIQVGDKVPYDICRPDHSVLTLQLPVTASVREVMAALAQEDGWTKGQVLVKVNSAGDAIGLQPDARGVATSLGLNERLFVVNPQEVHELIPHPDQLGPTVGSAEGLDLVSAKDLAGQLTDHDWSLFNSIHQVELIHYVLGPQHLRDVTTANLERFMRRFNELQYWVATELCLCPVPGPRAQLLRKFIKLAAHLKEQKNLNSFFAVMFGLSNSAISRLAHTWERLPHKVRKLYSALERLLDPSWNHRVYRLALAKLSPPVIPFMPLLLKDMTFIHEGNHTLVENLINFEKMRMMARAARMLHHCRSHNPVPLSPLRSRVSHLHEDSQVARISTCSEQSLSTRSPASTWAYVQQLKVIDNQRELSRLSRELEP
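Read-out is the fluorescence drop as BODIPY-GDP leaves Rap1B (480 nm excitation, 540 nm emission), recorded every 5 minutes over 30 minutes. Reactions held 100 nM EPAC1, 250 nM Rap1B–BODIPY-GDP and 50 uM GDP, with 6.5 mM cAMP setting full activation.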
EPAC1 antag = blocks human EPAC1 exchange factor | O95398 | EPAC1 GEF assay, Rap1b-BODIPY-GDP exchange fluorescence | Potency, µM (doses to about 115 µM), for the others: at the highest dose activity change, negative = inhibition, most hits filed as inhibitors | actives 0.14% (n = 360,000);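 further: potency means the concentration at half of the fitted maximal effect; plate controls were vehicle for no effect and positive control for full effect; nearly all actives have a fitted effect of over 50% in size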
An asterisk follows results filed as active; ? = inconclusive; . = no result given; [ ] = another dose, or the depositor's remark. Unless noted, the call rests on the fitted dose curve; in most records, active means well fitted curve in the direction sought with a large enough effect; inconclusive means small, poorly fitted or top-dose-only effect, or another doubt; inactive means no such curve, though single readings can be large; an effect the other way counts as inactive or inconclusive.

SMILES	IL2 activator	Abeta yeast res	FUS yeast rescue	PLK1 PBD block	WRN helicase inh	PI5P4Ka inh	EPAC1 agonist	EPAC1 antag
Cc1csc(=O)n1CCC(=O)OCc1nnc(-c2ccc(Cl)cc2)o1	-0.3	-4%	5%	-12%	5%	-7	6%	-6%
Cc1ccc(C)c(-n2sc3ccc(F)cc3c2=O)c1	-0.7	-84%[inhibitor]	0%	2.1µM*	2%	-85*	3%	2%
Cc1cc(C)n2c(Br)c(CSc3nc4ccccc4s3)nc2n1	-0.4	-29%	?	-13%	-6%	-7	3%	9%
O/N=C(\c1ccc(Cl)cc1Cl)c1ncc(C(F)(F)F)cc1Cl	-0.5	14%	4%	-4%	-5%	1	9%	-13%
CCCCN(CCCC)CC1OCc2ccccc2CO1	-2.2	8%	9%	-7%	1%	.	4%	5%
CCCc1nnc(SCc2ccc(C(=O)OC)o2)n1N	0.2	-15%	2%	-8%	1%	8	-6%	8%
CCCC(=O)N1CCCC1(C)C(=O)Nc1cc(OC)ccc1OC (centres undefined)	0.3	-5%	-6%	-6%	1%[57.1 µM]	3	-11%	-10%
CCN(CC)C(=O)[C@H]1C[C@H](CC(=O)NCCc2ccccn2)C(=O)N2CCc3c([nH]c4cc(-c5ccco5)ccc34)[C@]12C	-0.5	-11%	45%	-10%	-6%[11.6 µM]	3	-9%	-26%
CN1CCN(C(=O)C2=C[C@H](c3coc4ccccc4c3=O)C[C@H](OCCCCO)O2)CC1	-0.1	1%	-12%	-10%	8%	6	-6%	4%
O=S(=O)(Nc1cccc2nsnc12)c1ccccc1	-2.1	-12%	-8%	-6%	-16%[57.1 µM]	.	9%	-14%
COc1ccccc1NC(=S)NCc1ccc(S(N)(=O)=O)cc1	-6.2	-19%	22%	-20%	-12%	-2	2%	-15%
O=C(O)CCC(=O)N1CCN(Cc2ccc3c(c2)OCO3)CC1	-0.2	-3%	12%	-1%	-4%[57.1 µM]	1	13%	0%
Cc1cc(/C=N/NC(=O)c2ccsc2)c(C)n1-c1cnccn1	-0.5	4%	-9%	-16%	-10%	6	-9%	-27%
COc1cc2nc(C3CCC3)n(NC(=O)C3CCC3)c(=O)c2cc1OC	2.7	8%	7%	24µM*	6%	-8	2%	-1%
O=C(NNc1nc(N2CCOCC2)nc(N2CCOCC2)n1)c1ccccc1	0.0	-7%	.	-4%	3%	-7	-13%	8%

Look-ups from above.
CCCC(=O)N1CCCC1(C)C(=O)Nc1cc(OC)ccc1OC (centres undefined) – FUS yeast rescue = -6%
CCCCN(CCCC)CC1OCc2ccccc2CO1 – FUS yeast rescue = 9%
O=C(O)CCC(=O)N1CCN(Cc2ccc3c(c2)OCO3)CC1 – FUS yeast rescue = 12%

(next part)
SMILES	IL2 activator	Abeta yeast res	FUS yeast rescue	PLK1 PBD block	WRN helicase inh	PI5P4Ka inh	EPAC1 agonist	EPAC1 antag
Clc1cccc(CSc2ccc(-c3ccco3)nn2)c1	1.6	-13%	25%	-12%	-13%	-16	4%	-4%
COc1ccc(N2C(=O)c3ccccc3NC(=O)C2C(=O)Nc2ccc3c(c2)OCCO3)cc1 (centres undefined)	0.3	-5%	8%	-2%	12%	4	-6%	13%
O=[N+]([O-])c1ccc(NC(=S)N2CCN(c3ccccc3)CC2)cc1	-1.4	-11%	16%	-16%	-3%	-4	10%	3%
COc1ccc(C2CC(c3ccc(F)cc3)Nc3nc(N)nn32)cc1OC (centres undefined)	-1.9	7%	-18%	-4%	1%	1	0%	-14%
COCCn1c(Cc2ccccc2)nnc1SCC(=O)NC1CCCCC1	0.4	-3%	-4%	-21%	-1%	0	-1%	-2%
O=c1oc2ccccc2c(NC2CCCCC2)c1NS(=O)(=O)c1ccc(Br)cc1	0.8	8%	-14%	-5%	-15%	-2	13%	-24%
O=P(c1ccc2c(c1)OCCO2)(N1CCOCC1)N1CCOCC1	-3.8	-7%	6%	-16%	4%	0	-10%	15%
O=C(COC(=O)CCC(=O)c1ccccc1)NNC(=O)c1ccc(Cl)cc1	-4.9	15%	-7%	2%	-6%	-4	3%	-17%
CCC(CC)NC(=O)COC(=O)CCC(=O)c1cccs1	0.3	0%	-18%	-1%	-1%	1	9%	-4%
CN(C)c1cccc(NC(=O)c2ccc(-c3ccc(F)c(F)c3)c3ccoc23)c1	-0.2	2%	7%	-11%	-4%	2	9%	-6%
Cc1ccc(-c2cc(C(=O)N3CC(C)OC(C)C3)c3ccccc3n2)o1 (centres undefined)	-2.6	2%	3%	-6%	-4%	-3	1%	1%
CCOc1ccccc1OCC(=O)Nc1cc(C)on1	-2.1	-1%	.	2%	8%	-1	5%	15%
Cc1ccc(NC(=O)CN2CCC(C(=O)c3ccc(F)cc3)CC2)cc1	-3.3	10%	6%	-26%	-2%	4	9%	-9%
Cc1c(C)[n+](=O)c(-c2cccs2)c(C)n1[O-]	6.0	2%	1%	3%	-8%	-5	0%	0%
O=C(NCCCN1CCOCC1)C(=O)N/N=C/c1ccccc1O	-1.8	-9%	13%	-10%	-1%	7	-4%	-4%
CC(C)C(=O)Nc1ccc(S(=O)(=O)N2CCC(c3nc4ccccc4[nH]3)CC2)cc1	-5.8	-15%	38%	0%	19%	-10	-3%	13%
C=CCNC(=O)c1ccc2c(c1)N(CC)C(=O)c1ccccc1S2	-0.6	6%	16%	-16%	5%	-1	8%	-2%
CCOC(=O)c1ccc2ncc(-c3ccccc3)nc2c1	0.2	-19%	12%	-10%	7%	14	5%	-16%
CCN(CC)CCN1C(=O)C(=O)/C(=C(/O)c2ccc(F)cc2)C1c1ccncc1 (centres undefined)	-2.5	22%	27%	-7%	7%	11	-8%	24%
CCCCN(Cc1ccccc1)S(=O)(=O)c1ccc2[nH]c(=O)oc2c1	1.0	-4%	24%	-28%	-12%	1	7%	5%
Nc1ccc(Oc2ccc(Br)cc2)cc1	8.5	-11%	0%	-17%	-8%	1	-2%	-12%
COc1cccc(NC(=O)C(C#N)Cc2ccncc2)c1 (centres undefined)	-3.2	-12%	15%	-8%	1%	.	4%	9%
CN(CC(=O)Nc1cc(S(=O)(=O)N2CCCC2)ccc1Cl)Cc1cccs1	-0.4	3%	4%	-12%	-10%	9	5%	?
CCN1CCN(C(c2ccccc2OC)c2nnnn2C2CCCCC2)CC1 (centres undefined)	-0.5	9%	-8%	1%	-3%	11	5%	-5%
COc1ccc(CCN(C)C(=S)Nc2ccc(SC(F)F)cc2)cc1OC	-5.4	-4%	23%	-7%	-7%	9	10%	1%
CCc1nc(SCC(=O)NC2CCCC2)c2oc3ccccc3c2n1	-2.4	-6%	-34%	-29%	0%	3	11%	1%
CN1CCN(NC(=S)Nc2ccc(OC(F)F)cc2)CC1	-0.6	-15%	-19%	-10%	-5%	7	-12%	7%
CC1=C(C(=O)N2CCOCC2)CC(CC(=O)NCc2ccco2)C(=O)N1Cc1ccc(C(C)(C)C)cc1 (centres undefined)	-1.7	-4%	8%	-3%	5%	-1	-11%	3%
CC(C)C[C@H]1CN([C@@H](Cc2ccc(O)cc2)CN2CCC[C@H]2CN2C(=O)C(=O)NC[C@@H]2Cc2ccccc2)C(=O)C(=O)N1CCc1ccccc1	1.5	7%	-1%	1%	-3%	-4	8%	-3%
COc1nc(N(c2ccccc2)c2ccccc2)nc(-n2ccnc2)n1	-0.1	-47%[inhibitor]	23%	2%	1%	0	9%	-12%

Two records drawn at random from those above:
SMILES	IL2 activator	Abeta yeast res	FUS yeast rescue	PLK1 PBD block	WRN helicase inh	PI5P4Ka inh	EPAC1 agonist	EPAC1 antag
C=CCNC(=O)c1ccc2c(c1)N(CC)C(=O)c1ccccc1S2	-0.6	6%	16%	-16%	5%	-1	8%	-2%
CC(C)C[C@H]1CN([C@@H](Cc2ccc(O)cc2)CN2CCC[C@H]2CN2C(=O)C(=O)NC[C@@H]2Cc2ccccc2)C(=O)C(=O)N1CCc1ccccc1	1.5	7%	-1%	1%	-3%	-4	8%	-3%

(list continues)
SMILES	IL2 activator	Abeta yeast res	FUS yeast rescue	PLK1 PBD block	WRN helicase inh	PI5P4Ka inh	EPAC1 agonist	EPAC1 antag
CCOc1ccccc1N1Cc2cc(C)c(C)cc2C1	-3.2	-14%	27%	-14%	3%	-18	-38%[inhibitor]	22%
COc1ccc(NS(=O)(=O)c2cc3c4c(c2)CCN4C(=O)CC3)c(OC)c1	-0.8	-9%	18%	-6%	-7%	0	4%	7%
COC(=O)C1=C(C)N=C2SCCC(=O)N2C1c1cccs1 (centres undefined)	0.2	16%	3%	-5%	-1%	-6	3%	7%
CCCCOCCCNC(=O)c1c(-c2ccccc2)noc1C	-0.4	16%	-6%	2%	2%	17	-3%	7%
N#C/C(=C\c1ccc(N2CCOCC2)o1)c1nc2ccccc2[nH]1	?	-8%	1%	66%[activator]	50µM*	-20	63µM*	-17%
CCON1C(=O)C(C)(C)N(OCC)C(=O)C1(C)C	0.1	-1%	7%	-1%	4%	-9	2%	14%
CC1CCN(C(=O)CSc2nnc(CNc3ccc(F)cc3)n2Cc2ccco2)CC1	0.0	1%	?	-13%	-5%	-5	7%	-17%
Cc1cc(Nc2ccc3c(c2)OCCO3)n2ncnc2n1	-3.7	7%	9%	0%	-7%	3	0%	0%
CCc1c(C)sc(NC(=O)OC)c1C(N)=O	-0.9	10%	21%	-6%	-7%	.	3%	-6%
Fc1ccc(OCCCCN2CCOCC2)cc1	-0.1	-1%	11%	2%	3%	-4	-1%	16%
Cc1cccc([C@H]2[C@@H]3C=CCC[C@@H]3C(=O)N2Cc2ccccc2)c1	0.1	5%	15%	-10%	0%	4	-3%	-15%
CCN(Cc1ccccc1)C(=O)CN1C(=O)NC2(CC(C)CC(C)(C)C2)C1=O (centres undefined)	-1.5	?	22%	-1%	-8%	-1	-11%	2%
O=C(c1cc2cc(Cl)ccc2[nH]1)N1CCN(c2ccccc2F)CC1	0.0	1%	1%	2%	-2%	21	2%	14%
CC1(C)CC(NC(=O)CSc2ccccc2)CC(C)(C)N1	-1.4	-2%	9%	-26%	-4%	-4	-2%	-20%
CCOC(=O)CNC(=O)C1(c2ccccc2)CCCC1	-2.4	15%	2%	-3%	-2%	.	-1%	-4%
CC(C)c1onc(C(=O)Nc2ccc3c(c2)OCO3)c1[N+](=O)[O-]	-0.8	-19%	-16%	-12%	-3%	-16	-5%	-11%
COC(=O)[C@]1(Cc2ccccc2)N[C@H](CN(C)S(=O)(=O)c2ccc(-c3ccccc3)cc2)[C@@H]2C(=O)N(Cc3ccccc3)C(=O)[C@@H]21	-0.4	-6%	37%	-5%	-2%	0	-11%	-7%
O=C(c1ccccc1Br)N1CCN(c2ccccn2)CC1	-0.2	4%	21%	-3%	6%	1	5%	-6%
